Screening results as filed in PubChem.
AmpC no deterg = AmpC beta-lactamase inhibition without detergent. P00811. AmpC nitrocefin hydrolysis, absorbance 480 nm, 0.0001% Triton. Potency, µM (series often up to 57.1 µM), for the others: at the highest dose activity change, negative = inhibition, hits mostly inhibitors. actives 0.52% (n = 330,000). AID 485341;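 also: potency is read from the fitted curve at half-maximal effect; plate controls were no compound for no effect and no enzyme for full effect; nearly all actives have a fitted effect of over 20% in size; some results filed as inactive show a strong effect at the top dose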
Target sequence (P00811 whole entry, looked up): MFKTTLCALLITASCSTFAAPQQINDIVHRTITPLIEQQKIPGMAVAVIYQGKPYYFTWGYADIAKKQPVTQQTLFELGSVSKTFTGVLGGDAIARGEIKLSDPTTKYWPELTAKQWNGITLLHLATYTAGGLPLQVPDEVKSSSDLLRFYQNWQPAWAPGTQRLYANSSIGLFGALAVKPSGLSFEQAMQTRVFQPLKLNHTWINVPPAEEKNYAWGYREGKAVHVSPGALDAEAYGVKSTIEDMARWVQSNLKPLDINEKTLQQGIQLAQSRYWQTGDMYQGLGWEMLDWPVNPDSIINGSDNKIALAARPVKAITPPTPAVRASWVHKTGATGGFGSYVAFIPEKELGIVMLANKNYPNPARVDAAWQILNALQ
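20 mM phosphate pH 7.0 + 0.01% (detergent screen) or 0.0001% Triton X-100; 5.3 nM AmpC reagent; cpd preinc 15 min RT; nitrocefin (800 uM stock) to start; A480 q20 s × 4 min; Activity was normalised to no-enzyme and no-compound control wells.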
LmPK inh = inhibitors of Leishmania mexicana pyruvate kinase; purified LmPK, Kinase-Glo ATP luminescence, 1 h; actives 0.37% (n = 290,000); Potency, µM (highest dose often 57.5 µM), inactives show top-dose activity change, negative = inhibition, most hits filed as inhibitors; also: potency is read from the fitted curve at half-maximal effect
Target sequence (Q27686 whole entry, looked up): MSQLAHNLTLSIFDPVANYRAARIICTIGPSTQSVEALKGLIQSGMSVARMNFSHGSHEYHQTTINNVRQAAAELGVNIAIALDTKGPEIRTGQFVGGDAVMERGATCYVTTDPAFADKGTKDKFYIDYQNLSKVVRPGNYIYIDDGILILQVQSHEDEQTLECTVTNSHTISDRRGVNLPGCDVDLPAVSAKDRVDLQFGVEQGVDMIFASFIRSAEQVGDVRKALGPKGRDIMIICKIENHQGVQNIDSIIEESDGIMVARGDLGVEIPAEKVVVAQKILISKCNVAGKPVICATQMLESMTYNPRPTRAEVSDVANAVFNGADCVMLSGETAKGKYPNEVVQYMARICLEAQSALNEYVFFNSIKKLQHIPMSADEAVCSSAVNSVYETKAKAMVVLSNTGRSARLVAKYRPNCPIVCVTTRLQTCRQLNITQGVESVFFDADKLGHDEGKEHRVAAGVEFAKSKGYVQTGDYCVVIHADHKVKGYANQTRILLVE
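0.1 nM LmPK, 0.5 mM PEP, 0.1 mM ADP; 50 mM imidazole pH 7.2, 7 mM MgCl2, 50 mM KCl; 1 h RT. Kinase-Glo luminescence readout, normalized to no-enzyme (full inhibition) and uninhibited wells.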
TbPYK inhibitor = inhibitors of Trypanosoma brucei pyruvate kinase | TbPYK enzyme, Kinase-Glo Plus ATP luminescence, 45 min | Potency, µM (titrated, usually from 76.8 µM), without a hit: at the top dose activity, negative = inhibition, usual class: inhibitors | actives 0.12% (n = 410,000) | AID 624173; also: potency is read from the fitted curve at half-maximal effect; nearly all actives have a fitted effect of over 50% in size
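Luminescence from Kinase-Glo Plus, added after a 45-minute room-temperature reaction, served as the end-point read-out. The enzyme and substrate were preincubated with compound before ADP (130 uM final) initiated turnover. Concentration-effect curves came from normalized qHTS data.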
HCMV antiviral = human cytomegalovirus inhibition; HFF cells, HCMV-luciferase reporter, 72 h; hits give low values; activity change, negative = inhibition, % at 57.5 µM; actives 4.5% (n = 410,000); in the data active = activity change below about -60%; inconclusive = no clear call, values can overlap the other calls; inactive = above about -39%
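Two-dose cell screen: HFF monolayers treated with compounds and infected with luciferase-expressing HCMV at 1 PFU/cell, 72 h at 37C, then lysed for luciferase measurement.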
AmpC detergent = blocks E. coli AmpC beta-lactamase in detergent assay | actives 0.041% (n = 370,000) | Potency, µM (highest dose often 114 µM), without a hit: at the top dose activity change, negative = inhibition, hits mostly inhibitors | AmpC hydrolysis of nitrocefin, absorbance 480 nm, 0.01% Triton | P00811;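 also: potency is read from the fitted curve at half-maximal effect; 0% = no-compound wells and -100% = no-enzyme wells; nearly all actives have a fitted effect of over 25% in size; some results filed as inactive show a strong effect at the top dose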
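AmpC (5.3 nM in the dispensed reagent) in 20 mM phosphate pH 7.0 with 0.01% (detergent screen) or 0.0001% Triton X-100 was preincubated with compounds for 15 min at room temperature. Nitrocefin was then added from an 800 uM solution, and hydrolysis was followed at 480 nm.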
Sm TGR block = S. mansoni TGR enzyme inhibition | Q962Y6 | purified TGR, DTNB reduction, TNB absorbance 405 nm | Potency, µM (titrated, usually from 114 µM), for the others: top-dose activity change, negative = inhibition, actives largely listed as inhibitors | actives 3% (n = 360,000) | AID 485364; also: potency is read from the fitted curve at half-maximal effect; nearly all actives have a fitted effect of over 60% in size
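Kinetic colorimetric format: TGR-catalysed, NADPH-driven DTNB reduction monitored via TNB absorbance. Enzyme dispensed at 20 nM; compound exposure 15 min at room temperature before reaction start.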
AMA1 RON2 block = AMA1-RON2 (P. falciparum) interaction inhibition; AID 720542; AlphaScreen AMA1-biotinylated RON2 peptide binding; Potency, µM (doses to about 58.2 µM), without a hit: top-dose activity change, negative = inhibition, hits mostly inhibitors; actives 0.2% (n = 360,000);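 also: potency is read from the fitted curve at half-maximal effect; 0% = vehicle wells and -100% = peptide control; nearly all actives have a fitted effect of over 45% in size; some results filed as inactive show a strong effect at the top dose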
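AMA1 (3D7) with his tag at 25 nM final met compounds first, then biotinylated RON2 peptide at 25 nM; detection used donor plus acceptor beads, 10 µg/mL apiece, read by AlphaScreen after 30 min at room temperature.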
The depositor's hits bear a star; ? = inconclusive; . = no result given; & = joins results of further samples; ! = not active in a repeat; [ ] = another dose, or the depositor's remark. Unless noted, calls follow the shape of the dose curve; as a rule, active = well fitted curve in the direction sought with a large enough effect; inconclusive = small, poorly fitted or top-dose-only effect, or another doubt; inactive = no such curve, though single readings can be large; an effect the other way counts as inactive or inconclusive. Unless noted, % is scaled to controls: 0 for no effect and ±100 for the full control effect.

Compound | AmpC no deterg | LmPK inh | TbPYK inhibitor | HCMV antiviral | AmpC detergent | Sm TGR block | AMA1 RON2 block
Cc1ccc(C)c(N2CCN(C(=O)CN3C(=O)COc4ccc(S(=O)(=O)N5CCCC5)cc43)CC2)c1 | . | . | 1% | -8 | 2% | -11% | .
S=C(NN=Cc1ccccn1)N(Cc1ccccn1)Cc1ccccn1 | . | . | -15% | -77* | . | . | -21%
CC(NC1=CC(=O)c2cccnc2C1=O)C(O)c1ccccc1 (stereo not given) | . | . | -9% | -99* | . | . | 14%
Cn1nc(N)c2ncc(C(Cl)(Cl)Cl)nc21 | . | . | 4% | 30 | . | . | -5%
CN1C(=O)[C@H]2[C@@H](c3ccccc3)N[C@]3(CCCN(Cc4ccco4)C3=O)[C@H]2C1=O | . | . | 1% | 4 | . | . | -2%
Cc1sc(NC(=O)c2oc3ccccc3c2C)c(C#N)c1C | -18% | 1% | -3% | -27 | -14% | 2% | -10%
Cc1ccc(Cl)c2c1NC(=O)C2(O)CC(=O)c1ccccc1O (stereo not given) | -24% | 1% | 3% | 50 | -6% | -4% | 0%
CN(C(=O)NC1CCCCC1)c1ccccc1 | -6% | 1% | -4% | -18 | -4% | . | 1%
Cc1cc(C)n(-c2nc(SCCN3CCOCC3)c3c4c(sc3n2)CCCC4)n1 | . | . | -5% | -20 | . | . | 9%
Cn1nc([N+](=O)[O-])nc1Oc1ccccc1F | -21% | 2% | 4% | 0 | ? | 0% | 2%
COc1ccccc1-c1coc2cc(O)cc(O)c2c1=O | -40% | 1% | 7% | 27 | -6% | 28% | -6%
NS(=O)(=O)c1ccc(CCNC(=O)Cc2ccccc2[N+](=O)[O-])cc1 | -21% | 2% | -8% | -13 | 2% | . | 7%
C=CCN(C(=O)c1ccc2snnc2c1)c1ccccc1 | 2% | -2% | -8% | 32 | 2% | -15% | -9%
COCCn1c(SCC(N)=O)nnc1-c1c[nH]c2ccccc12 | -18% | 3% | -1% | 9 | -13% | -26% | 8%
Cc1ccc(C)c(NC(=S)NNc2ccc(F)cc2F)c1 | -42% | -2% | -1% | -7 | -4% | -1% | -28%
CCc1ccc(C(=O)NCc2ccc(Cl)cc2Cl)cc1 | -57% | 0% | 0% | 0 | -14% | -6% | 18%
NC1=NC[C@H](c2ccccc2)N1CCc1cc(C(F)(F)F)cc(C(F)(F)F)c1 | 63%[activator] | -1% | -7% | -71* | 2% | 2% | -4%
COc1ncccc1-c1cc2nc(NCCCN(C)C)n(C)c(=O)c2s1 | . | . | 5% | 45 | . | . | -3%
O=C(CCn1cnnn1)Nc1ccc(F)cc1 | -5% | -9% | 1%&1% | -103*! | -2%&1% | 27%&2% | 3%
CCCCN1CCCC1CNC(=O)c1cc(C#N)c2ccccc2c1OC (stereo not given) | 20% | -1% | . | . | -4% | -8% | .
Cc1cc(C)n2c(SCCN3C(=O)c4ccccc4C3=O)nnc2n1 | -18% | -1% | -1% | 27 | -9% | 4% | 3%
COc1cc(OC)c2ccc(=O)oc2c1 | -14% | . | 4% | 16 | . | . | 0%
CC1(c2ccc(Cl)cc2Cl)OCC(Cn2cncn2)O1 (stereo not given) | 37% | -2% | -1% | -22 | 3% | . | -8%
Cc1cc(NC(=O)CSc2nnc(NC(=O)C3CC(=O)N(c4ccccc4)C3)s2)no1 (stereo not given) | -17% | 1% | 2% | 47 | ? | -10% | 22%
Cc1ccc(S(=O)(=O)N(CC(=O)Nc2cccc([N+](=O)[O-])c2)C2CCCCC2)cc1 | -26% | 1% | 1% | ? | 4% | 11% | -12%
Cc1ccc(C(=O)c2cnc3cc4c(cc3c2S(=O)(=O)c2ccccc2)OCCO4)cc1 | -11% | 1% | -3% | -94* | -4% | -23% | -9%[11.6 µM]
O=C1CC(SCc2nc3ccccc3[nH]2)C(=O)N1c1cccc(Cl)c1 (stereo not given) | -47% | 1% | -1% | 22 | ? | ? | 71%[activator]
COc1ccc(S(=O)(=O)NC(C)C(=O)Nc2ccccc2F)cc1 (stereo not given) | -14% | -8% | -1% | -3 | -19% | -16% | 0%
Cc1ccc(S(=O)(=O)c2cccc(S(=O)(=O)N3CCCC3)c2)cc1S(=O)(=O)N1CCCC1 | 26% | -1% | -3% | -23 | 6% | -2% | 12%
Oc1oc(-c2ccccc2)nc1C=NCc1ccccc1 | -23% | 0% | -3% | ? | ? | 4% | -18%
CCOCCn1c(SCC)nc2c1c(=O)[nH]c(=O)n2C | -2% | -6% | 7% | 39 | ? | -2% | -9%
O=C(Nc1ccc(NC(=O)c2cccs2)cc1)c1cccnc1 | 4%[11.4 µM] | 2% | 3% | -30 | ? | -2% | -19%
CCOC(=O)c1ccc(NC(=O)CN2C(=O)COc3ccc(Cl)cc32)cc1 | . | . | 3% | 3 | 3% | 1% | .
CC(C)c1cc(C(=O)N2CCCC(N3CCN(c4ccccc4F)CC3)C2)nc(N)n1 (stereo not given) | 97%[activator] | -9% | 6% | -36 | -10% | -8% | 20%
C=CCN1C(=O)C(Cc2ccc(Br)cc2)S/C1=N\N=C\c1ccco1 (stereo not given) | -29% | 4% | -5% | 71 | -12% | ? | 2%
COc1ccccc1OCCNC(=O)c1ccccc1OCc1c(C)noc1C | 0% | . | -5% | -2 | -3% | 0% | -5%
Nc1nc(-c2ccc(Cl)cc2)nc(-c2ccc(Cl)cc2)n1 | -23% | 2% | 11% | -23 | -12% | -5% | 7%
Nc1ccn(CCCNCC(c2ccccc2)c2ccccc2)c(=O)n1 | . | . | -2% | 27 | . | . | -2%
Cc1cc(C)c(OCC(=O)NCCCn2nc(C)cc2C)c(C)c1 | 121%[activator] | . | 2% | -10 | -2% | -4% | -2%
CC1(c2cc(F)ccc2F)NC(=O)N(CC(=O)Nc2cccc(S(=O)(=O)N3CCCC3)c2)C1=O (stereo not given) | -45% | . | -6% | 0 | 2% | -1% | -3%
O=C(Oc1ccc(N(C(=O)c2ccncc2)S(=O)(=O)c2ccc(Cl)cc2)cc1)c1ccncc1 | 78%[activator] | -4% | -11% | -5 | 0% | 18µM* | -6%
CCOc1ccc(OCc2ccc(C(=O)NC(C)(C)C)o2)cc1 | 27% | -8% | 0% | -27 | 2% | 24% | -5%
CCCSc1nnc(NC(=O)c2ccco2)s1 | -17% | 0%[11.5 µM] | 1% | -20 | -2% | 0% | -7%
CCc1ccc(OC(C)C(=O)N(Cc2ccccc2)C2CCS(=O)(=O)C2)cc1 (stereo not given) | 85%[activator] | 1% | 4% | -4 | -18% | 5% | 0%
Cc1cccc(C(=O)Oc2cc(C)[nH]c(=O)c2[N+](=O)[O-])c1 | -2% | 1% | 0% | 23 | 2% | -3% | -4%
CN(Cc1cccnc1)C(=O)CCCc1c[nH]c2ccccc12 | 101%[activator] | -5% | 0% | 24 | 2% | 32µM* | -28%
Cc1ccc2nc(-c3cccc(NC(=O)CSc4ccc(Cl)cc4)c3)oc2c1 | . | . | -3% | 56 | 4% | 1% | .
CCC(C)(C)n1nnnc1C(c1cc2cc(OC)ccc2[nH]c1=O)N1CCc2ccccc21 (stereo not given) | -34% | -2% | -3% | -7 | -10% | -16% | ?
O=C(Nc1ccon1)c1cc(-c2ccccc2)nc2ccccc12 | -32% | 4% | -2% | -30 | -10% | -11% | -3%
COc1ccccc1N1CCN(C(=O)c2cccc(S(=O)(=O)Nc3ccccc3F)c2)CC1 | 3% | . | 1% | 10 | . | . | -10%
Cc1ccc(S(=O)(=O)N(C)C)cc1NC(=O)COC(=O)/C=C/c1ccc(F)cc1 | -15% | . | 0% | -38 | ? | -7% | 10%
COC(=O)N1CCCCC1c1cc(C(=O)N2CCOCC2)no1 (stereo not given) | . | . | 2% | 18 | . | . | -4%
CCC1(c2ccc(F)cc2)NC(=O)N(CC(=O)Nc2ccc(C(N)=O)cc2)C1=O (stereo not given) | -33% | 0% | -2% | ? | -3% | -23% | 7%
CCCN(C1CCS(=O)(=O)C1)S(=O)(=O)c1ccc2ccccc2c1 (stereo not given) | -14% | . | 1% | -20 | 0% | -18% | -1%
O=C(O)CC1(CC(=O)NCc2ccncc2)CCCCC1 | -17% | 5% | 0% | 9 | 5% | 6% | 0%
FC(F)(F)c1ccc2c(c1)[nH]c(=S)n2C1CC1 | -18% | -7% | ? | -38 | 4% | 12% | 101%[activator]
CC(C)(C)OC(=O)N1CCC(CC2CC(c3ccc(Cl)cc3)=NO2)(C(=O)NCC2CCCCC2)CC1 (stereo not given) | -1% | 5% | -9% | 69 | ? | -20% | 13%
NC(=O)COc1ncnc2scc(-c3ccc(F)cc3)c12 | 8%[11.4 µM] | 1% | 10% | -37 | ? | -11% | 33%[activator]
Cc1ccc(C)c(N2CCN(C(=O)c3cc4c(=O)n(Cc5cccs5)ccc4nc3C)CC2)c1 | . | . | 2% | 0 | 20% | 2% | .
CC(C)(C)n1ncc2c(=O)n(CC(=O)N3CCCCC3)cnc21 | -19% | -2% | 6% | -22 | 7% | 2% | -4%

(further entries)
Compound | AmpC no deterg | LmPK inh | TbPYK inhibitor | HCMV antiviral | AmpC detergent | Sm TGR block | AMA1 RON2 block
CC1CCN(c2ccc([N+](=O)[O-])cc2C(N)=O)CC1 | 1% | 1% | 6% | -20 | 1% | . | 0%
O=C(Cc1cccs1)OCC(=O)c1ccco1 | -43% | 11% | -9% | 10 | -9% | 25µM* | -6%
CCc1ccc(NC(=O)C2CCCN(S(=O)(=O)c3cccc4cccnc34)C2)cc1 (stereo not given) | . | . | 1% | -11 | -1% | -11% | .
CCN(CC)c1ccc(/C=N/NS(=O)(=O)c2ccc(C)c([N+](=O)[O-])c2)cc1 | -38% | 3% | -8% | 29 | 0% | -1% | ?
COc1ccc(CCN2CC(C(=O)N(C)Cc3ccccc3OC)CCC2=O)cc1 (stereo not given) | 111%[activator] | -1% | 3% | -19 | 1% | 1% | 3%
